# GSK3B inh – human GSK3beta kinase inhibitors, primary screen, biochemical, cell-free homogeneous, HTS; Glycogen synthase kinase-3 beta (Homo sapiens), P49841; 0.038% of 300,000 active; AID 2097, 2009; GST-GSK3beta kinase, ADP-Glo luminescence, 60 min; stronger effect = lower value; activity score (negative = inhibition), % at 10 µM;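 active = more than half of replicate wells score below -50%, meaning over 50% inhibition versus plate controls; inconclusive = some replicates but at most half score below -50%; inactive = no replicate scores below -50%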;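 also: 0% = median DMSO wells and -100% = median GW8510 positive control wells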
# Target sequence (P49841 whole entry, looked up): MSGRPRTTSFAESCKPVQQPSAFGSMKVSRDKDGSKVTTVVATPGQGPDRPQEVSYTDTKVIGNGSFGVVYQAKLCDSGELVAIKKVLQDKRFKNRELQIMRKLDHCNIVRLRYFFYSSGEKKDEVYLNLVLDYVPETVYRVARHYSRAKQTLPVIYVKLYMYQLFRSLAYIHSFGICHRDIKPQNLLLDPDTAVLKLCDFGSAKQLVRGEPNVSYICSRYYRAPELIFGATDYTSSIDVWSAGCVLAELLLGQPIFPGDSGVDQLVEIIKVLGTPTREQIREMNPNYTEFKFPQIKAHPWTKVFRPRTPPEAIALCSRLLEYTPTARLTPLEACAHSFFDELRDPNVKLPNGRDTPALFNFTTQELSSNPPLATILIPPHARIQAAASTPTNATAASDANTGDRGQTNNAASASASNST
#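 Test system – GST-tagged human GSK3beta kinase, cell-free · Incubation – 60 min enzyme reaction, room temperature · Signal – ADP-Glo luminescence · Also added – peptide substrate and ATP at 25 µM · Controls – DMSO neutral wells and GW8510 at 20 µM as positive · Buffer or medium – Tris/MgCl2 kinase buffer · Measure – Luminescence-derived activity versus plate DMSO and GW8510 wells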
# HSP90 refold inh – HSP90 inhibitors, primary screen, cell lysate, luminescence; Heat shock protein HSP 90 (rabbit reticulocyte lysate; luciferase refolding); Rabbit reticulocyte lysate, luciferase refolding luminescence, 3 h; inhibition, % at 5.6 µM; 0.91% of 290,000 active;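 active = inhibition above the screen-wide mean plus 3 SD, computed separately per campaign, cut at about 16% in these data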;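 also: 0% = DMSO wells and 100% = 60 µM geldanamycin wells; inhibitors lower the luminescence because luciferase stays unfolded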
# HSF1 inh – HSF1 inhibitors in luciferase reporter cells, primary screen, cell-based, NIH3T3, luminescence; activity change, negative = inhibition, % at 7.5 µM (by protocol); NIH3T3-HGL HSE-luciferase, MG132-induced, luminescence 8 h; stronger effect = lower value; 0.77% of 300,000 active;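 active = more than half of replicate wells show activity change below -50%, luminescence cut by over half; inconclusive = some wells, but at most half, below -50%; inactive = no replicate well below -50%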;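 also: luciferase reports HSF-1 transcriptional activity via heat shock element; 0% = median of DMSO wells and -100% = zero luminescence signal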
# HDAC3 inh – HDAC3 deacetylase inhibitors, primary screen, biochemical, fluorescence, cell-free homogeneous; Histone deacetylase 3 (Homo sapiens), O15379; recombinant HDAC3, fluorogenic peptide/trypsin coupled; 0.15% of 320,000 active; inhibition, % at 8.3 µM; in the data active = inhibition above about 26%, passing the limit was not always enough; inconclusive = no clear call, values can overlap the other calls
# PolyA inhibitor – polyadenylation inhibitors in yeast reporter cells, primary screen, luminescence, S. cerevisiae | S. cerevisiae SKY197-pL101 polyadenylation reporter, beta-gal luminescence; efflux-impaired pdr1/pdr3 knockout yeast; score 100 = 6 SD above DMSO | calls only at 12 µM | 0.02% of 300,000 active | AID 1875, 2009;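 active = lowest replicate activity score at least 50, where 100 means six control SD above control mean; inconclusive = lowest score under 50 but half or more replicates reach 50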;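 also: yeast exposed to compound for 9 h at 30 °C; higher score means more reporter readthrough which indicates perturbed polyadenylation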
# GSK3A inh – blockers of GSK3A enzyme activity – biochemical, luminescence, cell-free homogeneous, HTS, primary screen; GSK-3 alpha kinase, ADP-Glo luminescence, 60 min; inhibition, % at 10 µM; 0.1% of 320,000 active; AID 2650, 2010;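 in the data active = inhibition above about 50%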;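 also: GST-tagged GSK-3 alpha with peptide substrate and 25 µM ATP; 0% = DMSO neutral wells and 100% = GW8510 positive control wells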
# Target sequence (P49840 whole entry, looked up): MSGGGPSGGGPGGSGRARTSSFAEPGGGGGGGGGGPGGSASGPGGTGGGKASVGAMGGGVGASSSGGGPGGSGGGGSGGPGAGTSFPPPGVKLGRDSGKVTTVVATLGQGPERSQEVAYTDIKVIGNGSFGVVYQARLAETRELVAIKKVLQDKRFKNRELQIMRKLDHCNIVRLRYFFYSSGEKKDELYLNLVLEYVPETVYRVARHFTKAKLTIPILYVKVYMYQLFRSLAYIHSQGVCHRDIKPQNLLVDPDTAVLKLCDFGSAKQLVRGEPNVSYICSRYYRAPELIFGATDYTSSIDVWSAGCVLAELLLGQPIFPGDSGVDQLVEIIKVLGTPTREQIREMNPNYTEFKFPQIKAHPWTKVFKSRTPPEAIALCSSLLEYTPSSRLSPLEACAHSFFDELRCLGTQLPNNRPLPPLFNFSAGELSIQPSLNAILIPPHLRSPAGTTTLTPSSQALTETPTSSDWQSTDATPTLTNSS
# AI-2 QS mod – Vibrio harveyi AI-2 quorum sensing modulators, primary screen, JMH597 strain, luminescence/OD600 ratio; Vibrio harveyi JMH597 AI-2 luminescence/OD600 ratio, 9 h; stronger effect = lower value; strain lacks LuxN and CqsS sensors; 0 = neutral-control median; activity change, % at 7.5 µM; 0.4% of 300,000 active; in the data active = activity change below about -75%, passing the limit was not always enough; inconclusive = no clear call, values can overlap the other calls;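 also: luminescence divided by OD600 gain over 9 h not by final OD600 alone; inactives centre near 13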
# Platelet DG rel – inhibitors of platelet dense granule secretion, primary screen, cell-based, MLPCN, human platelets. human platelet-rich plasma, SFLLRN dense granule ATP release, luminescence. 0.22% of 300,000 active. inhibition, %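 (compounds screened at 7.5 µM in platelet-rich plasma)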;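 active = mean replicate score, as percent of positive control, at or above 50; inconclusive = mean below 50 but at least one replicate at or above 50; inactive = mean and every replicate below 50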
# Dyrk1A ADPGlo – rat Dyrk1A kinase inhibitors, primary screen, biochemical, single point, plate reader. Dual specificity tyrosine-phosphorylation-regulated kinase 1A (Rattus norvegicus), Q63470. ADP-Glo luminescence, NFATc1 peptide. inhibition, % at 12.5 µM. 0.43% of 310,000 active; in the data active = inhibition above about 50%;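 also: plate controls were vehicle with enzyme for no effect and no enzyme for full effect; many of its hits are not listed in these tables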
# HSF-1 act – HSF-1 activators, primary screen, NIH3T3-HGL cells, MG132 stress, luminescence, single point. NIH3T3-HGL HSF-1 luciferase reporter, 8 h; 100% = twice DMSO control signal. 1.7% of 300,000 active. activation, % at 9 µM;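 active = mean replicate activation of at least 50% with a set share of replicates each reaching 50%; inconclusive = only one of those two conditions met; inactive = mean below 50% and too few replicates reaching it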;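 also: 0% = median of the neutral control wells and 100% = twice that signal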
# Numbers without * were called inactive; i = inactive; ? = inconclusive; . = not tested or not shown. An excerpt (hit frequency here may not be typical).
SMILES,GSK3B inh,HSP90 refold inh,HSF1 inh,HDAC3 inh,PolyA inhibitor,GSK3A inh,AI-2 QS mod,Platelet DG rel,Dyrk1A ADPGlo,HSF-1 act
CCCN1CN(CCc2ccccc2)CNC1=S,2,4,0,-7,i,0,20,5,3,3
Cc1ccc(C)c(NC(=O)c2ccc(OC(=O)c3ccco3)cc2)c1,0,6,3,7,i,-7,14,8,-4,2
C=CCn1c(N)c(C(=O)NCc2ccco2)sc1=S,-4,0,12,5,i,0,28,1,-12,-3
Nc1ccc(-c2nc3nc(N)nc(N)c3nc2-c2ccc(N)cc2)cc1,1,-2,-6,6,i,1,18,-2,5,-6
CC(C)Oc1ccc(C(=O)/C(=C\c2cccs2)c2nc3ccccc3o2)cc1,-25,15,-22,3,i,-7,25,-3,2,-23
COc1ccc(S(=O)(=O)NCC(c2ccco2)N2CCc3ccccc3C2)cc1 (centres undefined),2,.,10,-2,i,0,-6,-1,-4,9
CCOC(=O)C1(CCc2ccccc2)CCN(C(=O)c2ccoc2)CC1,1,2,1,5,i,-7,14,1,-5,24
N#Cc1nc(-c2cccs2)oc1NCc1ccc2c(c1)OCO2,-5,-2,.,-61,i,9,-85*,.,12,.
Cc1nc2ccc(Cl)cc2nc(C)/c1=N\O,4,-1,12,8,i,1,22,-13,2,25
CSc1nc(O)c(C(c2cccc([N+](=O)[O-])c2)c2c(O)nc(SC)[nH]c2=O)c(=O)[nH]1,1,-2,0,10,i,-3,18,-2,-5,29
Cc1cc(C)nc(N2CCCC(C(=O)Nc3ccc4c(c3)OCCO4)C2)n1 (centres undefined),2,0,-7,0,i,-3,-7,11,-2,-3
COCCN1C(=O)C(CC(=O)Nc2ccccc2)SC1=Nc1ccc(OC)cc1 (centres undefined),-1,3,-2,-3,i,-2,15,3,-2,-12
CCOc1ccc(/C=N/Nc2cc(=O)n(C)c(=O)n2C)cc1,-3,5,-5,.,i,.,-1,-1,-9,19
COC(=O)/C=C1\OC(c2ccccc2)=CC1=O,-4,0,-3,6,i,.,46,18,.,1
O=C(CNC(=O)c1cncc(Br)c1)Nc1ccc(F)c(F)c1F,-2,0,-5,-4,i,1,17,2,-4,-7

# Next section (4 carried over from the part before).
SMILES,GSK3B inh,HSP90 refold inh,HSF1 inh,HDAC3 inh,PolyA inhibitor,GSK3A inh,AI-2 QS mod,Platelet DG rel,Dyrk1A ADPGlo,HSF-1 act
COCCN1C(=O)C(CC(=O)Nc2ccccc2)SC1=Nc1ccc(OC)cc1 (centres undefined),-1,3,-2,-3,i,-2,15,3,-2,-12
CCOc1ccc(/C=N/Nc2cc(=O)n(C)c(=O)n2C)cc1,-3,5,-5,.,i,.,-1,-1,-9,19
COC(=O)/C=C1\OC(c2ccccc2)=CC1=O,-4,0,-3,6,i,.,46,18,.,1
O=C(CNC(=O)c1cncc(Br)c1)Nc1ccc(F)c(F)c1F,-2,0,-5,-4,i,1,17,2,-4,-7
CCOC(=O)C1CCN(S(=O)(=O)c2cc(Br)cc3c2N(C(C)=O)C(C)C3)CC1 (centres undefined),1,-2,9,2,i,-2,13,2,-1,3
CCCCN1C(=O)C(=O)N(CC(=O)Nc2sc(CC)cc2C(=O)OCC)C1=O,1,.,-8,-9,i,-1,5,2,14,10
COc1cc(S(=O)(=O)NCC2CCCO2)ccc1Br (centres undefined),3,2,-7,10,i,-1,7,-1,5,-10
Cc1ccccc1NS(=O)(=O)c1ccc(C(=O)OCC(=O)NCC(C)C)cc1,1,0,-2,0,i,1,24,7,-10,-10
COc1ccc(-n2c3c(cc(C(=O)NNc4ccccc4)c2=O)C(=O)CC(C)(C)C3)cc1,-2,-2,-4,4,i,0,4,2,0,-3
O=S(=O)(c1cccc(-c2cn3cc(Cl)ccc3n2)c1)N1CCOCC1,-2,7,-1,?,i,0,10,14,0,-3
Cc1nc2ccc(S(=O)(=O)NCC(=O)NCc3ccc(Cl)cc3)cc2s1,1,-5,-39,-14,i,-1,29,0,1,-50
CCOC(=O)Cc1csc2nc3sc(C)c(C)c3c(=O)n12,-1,2,-3,-10,i,-1,4,-7,-4,-10
NC(=O)C1CCN(S(=O)(=O)c2ccc3c(c2)OCCO3)CC1,1,0,-9,-5,i,-1,22,0,3,2
Cc1ccc(SCC2(O)CCN(S(=O)(=O)c3ccc(Cl)cc3)CC2)cc1,1,6,-11,9,i,-1,11,2,-1,9
COc1cc(/C=C/C(=O)N2CCN(CC(O)COc3ccccc3)CC2)cc(OC)c1OC (centres undefined),2,-1,4,-2,i,-3,20,-2,1,4
CC(=O)c1cc2c(cc1NC(=O)CN1CCN(c3ccc(F)cc3)CC1)OCO2,3,-2,-6,-6,i,-2,9,-4,1,15
Cc1cc(C)c(NC(=O)CSc2nc(COc3ccccc3)nc3ccccc23)c(C)c1,-3,-2,19,0,i,-4,-2,-6,.,26
Cc1ccc(-c2nnc(-c3ccc4c(c3)OCO4)o2)cc1,0,-7,13,-4,.,-1,18,2,0,47
COc1ccccc1Nc1nc2nonc2nc1N1CCCCC1C (centres undefined),2,2,-1,0,i,-1,24,0,3,7

# Some of these compounds in order of formula weight, ascending:
SMILES,GSK3B inh,HSP90 refold inh,HSF1 inh,HDAC3 inh,PolyA inhibitor,GSK3A inh,AI-2 QS mod,Platelet DG rel,Dyrk1A ADPGlo,HSF-1 act
COc1cc(S(=O)(=O)NCC2CCCO2)ccc1Br (centres undefined),3,2,-7,10,i,-1,7,-1,5,-10
O=S(=O)(c1cccc(-c2cn3cc(Cl)ccc3n2)c1)N1CCOCC1,-2,7,-1,?,i,0,10,14,0,-3
CC(=O)c1cc2c(cc1NC(=O)CN1CCN(c3ccc(F)cc3)CC1)OCO2,3,-2,-6,-6,i,-2,9,-4,1,15
Cc1ccc(SCC2(O)CCN(S(=O)(=O)c3ccc(Cl)cc3)CC2)cc1,1,6,-11,9,i,-1,11,2,-1,9
CCOC(=O)C1CCN(S(=O)(=O)c2cc(Br)cc3c2N(C(C)=O)C(C)C3)CC1 (centres undefined),1,-2,9,2,i,-2,13,2,-1,3

# New compounds follow.
SMILES,GSK3B inh,HSP90 refold inh,HSF1 inh,HDAC3 inh,PolyA inhibitor,GSK3A inh,AI-2 QS mod,Platelet DG rel,Dyrk1A ADPGlo,HSF-1 act
CCCCN(C(=O)Cn1nnc2ccccc21)C(C(=O)NCc1ccco1)c1ccncc1 (centres undefined),1,3,3,1,i,-4,6,3,7,4
Cc1ccccc1CSc1nnc(-c2cccnc2)n1N,3,-3,6,-4,i,-1,-11,-17,4,-11
O=C(CSc1ccccc1)Nc1ccc(C(=O)Nc2cccc(O)c2)cc1,1,6,11,3,i,-2,-18,-4,-3,29
O=C(NCc1cc(C(F)(F)F)cc(C(F)(F)F)c1)C1CC(c2ccccc2C(F)(F)F)=NO1 (centres undefined),-2,.,6,?,i,-1,18,-4,.,6
Oc1ccc(Cl)cc1-c1cc(-c2cccc(Br)c2)n[nH]1,-2,0,4,10,i,-2,15,9,-6,2
O=S(=O)(NCCCCCNS(=O)(=O)c1ccc(F)cc1)c1ccc(F)cc1,0,2,-33,-4,i,-1,17,-4,-1,-45
CCc1c(C)sc2nc3c(C(=O)N4CCOCC4)cc(C(=O)c4cc(F)ccc4O)cn3c(=O)c12,-4,-2,6,8,i,0,0,-13,.,-6
CCOC(=O)CSc1nnc(CNC(=O)c2ccco2)n1C,-5,-1,-7,-2,i,1,12,-2,2,-9
Nc1nc(CN2CCN(c3ccccc3F)CC2)nc(Nc2ccccc2)n1,1,4,-6,9,i,-1,17,-5,2,-3
C/C=C\C=C\C(=O)Nc1cccc(C2=NOC3(C2)C[C@H](C(N)=O)N(C(=O)c2ccccc2C(=O)c2ccccc2)C3)c1 (some centres undefined),2,.,-6,14,i,0,26,-11,.,-3
CO/N=C/CC(=O)c1ccc(OC)cc1,0,0,-1,.,i,-1,9,-2,5,16
COc1ccc(N(C(C)C(=O)N/N=C/c2ccc(OCC(C)C)cc2)S(C)(=O)=O)cc1 (centres undefined),2,-2,-7,.,i,-1,31,5,-4,-3
Cc1ccc(NC(=O)c2cc(NC(=O)c3ccccc3C(=O)O)ccc2N2CCCCC2)cc1,0,1,26,-2,i,-2,49,-2,3,60*
Cc1nn(C(=O)c2c(-c3ccccc3)noc2C)c(C)c1N=Nc1cc(C(F)(F)F)cc(C(F)(F)F)c1,-4,6,7,-7,i,-1,4,0,-7,?
Cc1ccccc1/C=N/NC(=O)Cn1nnc(N)n1,-4,4,-9,1,i,-2,-1,-6,-1,-13
CC1=N/C(=C\c2ccc([N+](=O)[O-])cc2)C(=O)N1c1ccc(Cl)cc1,-2,3,.,1,i,-2,14,-2,.,.
CSc1nc(C=Nc2ccccc2Cl)c(O)n1Cc1cccc(Cl)c1,-19,1,-2,0,i,-5,17,2,-11,8
CC(C)CNC(=O)C(=O)NCc1ccccn1,2,-3,-1,4,i,-2,9,-1,0,-17
O=C(N/N=C/c1cc(Cl)ccc1O)c1ccccc1Br,-4,-1,4,6,i,1,-22,-1,9,8
CC1=NN(c2ccccc2)C(=O)/C1=C\C=C\c1ccccc1,7,1,68,1,i,0,12,-1,.,98*
COC(=O)COc1ccc(S(=O)(=O)NCC2CCCO2)cc1Cl (centres undefined),3,3,9,3,i,-7,18,3,6,1
Nc1cc(=O)nc(SCC(=O)N2CCN(c3ccccc3)CC2)n1-c1ccc(F)cc1,-2,0,5,-11,.,0,9,2,-4,3
CCOc1ccc(-c2nc(C#N)c(NC3CC3)o2)cc1,-1,-4,-12,-23,i,2,2,4,-5,-4
CCCn1nnnc1SCC(=O)Nc1nnc(CC)s1,-3,1,-7,5,i,2,-10,-6,0,-9

# Assay outcomes deposited in PubChem BioAssay by several laboratories.
